Screening results (PubChem BioAssay)
BH1578 lux ind – inducers of Vibrio cholerae quorum light production without autoinducers, primary screen, BH1578 luxS cqsA deficient, single point; V. cholerae BH1578 lux reporter, luminescence, 6 h; activation, % at 18.7 µM; actives 0.16% (n = 350,000); in the data active means activation mostly above about 9.7%, no sharp cut-off; further: not every result past the cut was called active; inactives centre near 0; reference of the scale not given here
Mtb FBA inh – Mtb FBA enzyme inhibitors, primary screen, biochemical, fluorescence, strain H37Rv; Fructose-bisphosphate aldolase (Mycobacterium tuberculosis (strain ATCC 25618 / H37Rv)), …; purified M. tuberculosis FBA, fluorescence read-out; inhibition, % at 1 µM; actives 2.3% (n = 360,000); AID 588726, 2011; in the data active means inhibition above about 27%;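 further: 0% = vehicle and 100% = reference inhibitor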
VHR inh abs – VHR1 phosphatase inhibitors, primary screen, biochemical, absorbance, uHTS | AID 1654, 2009 | actives 0.52% (n = 290,000) | Dual specificity protein phosphatase 3 (Homo sapiens), P51452 | recombinant VHR phosphatase, pNPP absorbance | inhibition, % at 13.3 µM; in the data active means inhibition above about 50%; further: some compounds called inactive have numbers as strong as hits
Target sequence (P51452 whole entry, looked up): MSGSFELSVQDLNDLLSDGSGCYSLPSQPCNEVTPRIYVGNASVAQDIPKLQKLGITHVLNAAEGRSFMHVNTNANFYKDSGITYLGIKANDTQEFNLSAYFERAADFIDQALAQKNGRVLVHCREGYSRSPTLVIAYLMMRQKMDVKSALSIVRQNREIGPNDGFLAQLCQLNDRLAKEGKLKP
Rv3671c inh – Rv3671c serine protease inhibitors, primary screen, biochemical, fluorescence polarization, M. tuberculosis H37Rv; P9WHR9; inhibition, % at 5.96 µM; actives 0.048% (n = 320,000); AID 2606, 2010; in the data active means inhibition above about 38%;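 further: extracellular domain of Rv3671c used as enzyme; 0% = enzyme with DMSO and 100% = no enzyme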
Mtb UGM inh – M. tuberculosis UGM enzyme inhibitors, primary screen, biochemical, fluorescence polarization, single point; inhibition, % at 10 µM; UDP-galactopyranose mutase (Mycobacterium tuberculosis (strain ATCC 25618 / H37Rv)), …; actives 0.06% (n = 320,000); purified UGM, fluorescence polarization probe displacement; in the data active means inhibition above about 10%, passing the limit was not always enough
Target sequence (P9WIQ1 whole entry, looked up): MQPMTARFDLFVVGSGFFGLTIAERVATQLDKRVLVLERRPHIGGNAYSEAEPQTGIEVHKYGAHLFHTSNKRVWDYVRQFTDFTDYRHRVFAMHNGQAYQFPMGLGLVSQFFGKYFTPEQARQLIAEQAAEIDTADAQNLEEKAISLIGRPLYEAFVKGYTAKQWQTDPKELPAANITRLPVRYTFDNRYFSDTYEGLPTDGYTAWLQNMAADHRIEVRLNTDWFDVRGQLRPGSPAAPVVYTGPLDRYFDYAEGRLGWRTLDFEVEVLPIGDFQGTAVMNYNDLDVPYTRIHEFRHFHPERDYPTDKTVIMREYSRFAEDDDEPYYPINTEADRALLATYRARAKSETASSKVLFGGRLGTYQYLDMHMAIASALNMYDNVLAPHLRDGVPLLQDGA
PriA SSB inh – inhibitors of Klebsiella pneumoniae PriA binding to SSB C-terminal tail, primary screen, biochemical, AlphaScreen; PriA–SSB C-terminal tail interaction (Klebsiella pneumoniae); AlphaScreen SSBct-PriA binding, biotinylated peptide; inhibition, % at 33 µM; actives 0.6% (n = 430,000); in the data active means inhibition mostly above about 37%, no sharp cut-off; inactive means mostly below about 20%;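 further: plate controls were negative control peptide for no effect and reference peptide for full effect; strong numbers were not always called active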
SARS 3CLpro inh – SARS-CoV 3CLpro protease inhibitors, primary screen, biochemical, quenched FRET. Replicase polyprotein 1ab (Severe acute respiratory syndrome coronavirus), P0C6X7. recombinant SARS-CoV 3CLpro, quenched FRET peptide cleavage. inhibition, % at 6 µM. actives 0.14% (n = 290,000); in the data active means inhibition above about 12%
GDH-TPI counter – GDH-TPI coupling enzyme inhibitors, primary screen, artefact control for M. tuberculosis FBA inhibitor project, biochemical, absorbance, full deck. GDH-TPI coupled enzyme counterscreen, NADH absorbance. inhibition, % at 4.8 µM. actives 1.2% (n = 360,000); in the data active means inhibition above about 30%;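 further: 0% = DMSO wells and 100% = wells lacking the enzyme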
BioA inh – M. tuberculosis BioA enzyme inhibitors, primary screen, biochemical, plate reader, single point, HTS; purified M. tuberculosis BioA enzyme; inhibition, % at 9.99 µM; actives 0.096% (n = 360,000); in the data active means inhibition above about 40%
MazF activator – activators of E. coli MazEF toxin-antitoxin RNase, primary screen, biochemical, fluorescence, uHTS; Endoribonuclease toxin MazF (Escherichia coli (strain K12)), P0AE70; FAM/BHQ RNA-DNA oligo cleavage fluorescence, 5 h; activation, % at 20 µM; actives 0.32% (n = 350,000); AID 504720, 2011; in the data active means activation above about 50%
Target sequence (P0AE70 whole entry, looked up): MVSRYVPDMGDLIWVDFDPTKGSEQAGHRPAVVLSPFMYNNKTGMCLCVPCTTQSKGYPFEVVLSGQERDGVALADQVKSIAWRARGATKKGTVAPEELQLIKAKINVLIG
Active calls of the source: *; i = inactive; x = not tested or not shown. These rows are one share of the data; rates above refer to the full screens.

Sample of the layout, 3 compounds:
no.	SMILES	BH1578 lux ind	Mtb FBA inh	VHR inh abs	Rv3671c inh	Mtb UGM inh	PriA SSB inh	SARS 3CLpro inh	GDH-TPI counter	BioA inh	MazF activator
1	Cc1ccc(OCc2nc(C#N)c(N3CCCC3)o2)cc1	i	3	33	2	-0.9	-11	5	2	0.8	-5
2	CC(C)CC(=O)Nc1ccc(N2CCN(C(=O)c3cccs3)CC2)cc1	i	0	10	3	-0.3	-2	2	1	-4.3	3
3	O=c1c2ccccc2c2ccccc2c(=O)n1-c1ccccc1	-0.2	2	27	8	-2.2	0	-1	1	x	7

The list itself, from the start:
no.	SMILES	BH1578 lux ind	Mtb FBA inh	VHR inh abs	Rv3671c inh	Mtb UGM inh	PriA SSB inh	SARS 3CLpro inh	GDH-TPI counter	BioA inh	MazF activator
1	Cc1ccc(OCc2nc(C#N)c(N3CCCC3)o2)cc1	i	3	33	2	-0.9	-11	5	2	0.8	-5
2	CC(C)CC(=O)Nc1ccc(N2CCN(C(=O)c3cccs3)CC2)cc1	i	0	10	3	-0.3	-2	2	1	-4.3	3
3	O=c1c2ccccc2c2ccccc2c(=O)n1-c1ccccc1	-0.2	2	27	8	-2.2	0	-1	1	x	7
4	Cc1nsc2c1ccc1ccccc12	i	-1	9	-5	1.2	-9	4	-2	x	2
5	Cc1ccc(C(CNC(=O)Nc2cccc(C)c2)N2CCN(C)CC2)cc1 (centres undefined)	5.6	2	-15	-5	0.0	-5	4	-2	-1.4	-26
6	COc1ccc(C(CNC(=O)c2c(C)nn(Cc3ccc(C)cc3)c2Cl)N2CCOCC2)cc1 (centres undefined)	0.6	6	x	3	0.1	x	x	0	11	-14
7	Cc1ccc(NC(=O)c2cc(N3C(=O)C4CC=CCC4C3=O)ccc2N2CCCCC2)cc1 (centres undefined)	i	3	11	1	0.4	-6	-4	1	-0.5	0
8	COc1ccc(/C=C/c2cc(O)cc(O[C@@H]3O[C@H](CO)[C@@H](O)[C@H](O)[C@H]3O)c2)cc1O	-0.2	21	x	x	x	x	x	26	0.0	x
9	CC(C)n1cc(CN2CCC(n3nccc3NC(=O)C3CCCC3)CC2)cn1	-1.2	0	12	2	1.0	7	1	-2	-0.4	0
10	Nc1ccc(-c2cc(NC=O)c3ncc(-c4cccc(C(F)(F)F)c4)n3c2)cn1	i	0	x	x	x	x	x	12	-0.9	x
11	CCN(C[C@H]1N[C@@](Cc2ccccc2)(C(=O)OC)[C@H]2C(=O)N(Cc3ccccc3)C(=O)[C@@H]12)S(=O)(=O)c1ccc(C)cc1	i	4	x	-4	x	5	x	5	0.1	-4
12	O=C(NCCOC(=O)c1ccc(C(=O)OCCNC(=O)c2cccnc2)s1)c1cccnc1	-2.8	-2	19	0	-0.8	-3	1	3	0.6	0
13	Cc1ccnc(NS(=O)(=O)c2ccc(N3C(=O)Nc4ccccc4N3O)cc2)c1	-0.2	-4	6	-1	-0.5	-4	0	1	0.8	-1
14	COc1cc(OC)c(NC(=O)CC2SC(N)=NC2=O)cc1Cl (centres undefined)	i	-1	x	x	x	x	x	4	-0.4	-17
15	CCc1nnc(NC(=O)CSc2nnc(C)c(=O)n2N)s1	-0.2	1	-9	-12	2.0	-10	-4	-4	-1.1	-1
16	CN(C)C(=O)c1cn(-c2ccccc2)nc1-c1cc2ccccc2oc1=O	-0.5	24	14	1	2.0	-7	0	9	x	9
17	CC(C)(C)NS(=O)(=O)c1ccc(CCC(=O)O)cc1	i	-1	18	-4	0.6	-14	0	3	-0.4	8
18	Cc1cc(C)nc(Nc2nc(C(N)Cc3ccc(C(F)(F)F)cc3)cs2)n1 (centres undefined)	1.2	2	x	x	x	x	x	10	-1.0	x
19	CCOC(=O)C1CCN(C(=O)c2cc(S(=O)(=O)N3CCc4ccccc43)ccc2OC)CC1	-0.3	-2	x	6	-1.3	-1	x	5	x	-3
20	Cn1[nH]c(CSc2ccc(Cl)cc2)cc1=O	-3.6	-4	17	-9	-2.3	1	8	-9	x	2
21	CCc1ccc(NC(=O)Cn2c3[n+](c4c(F)c(F)ccc42)CCCCC3)cc1	0.6	-2	13	-3	-1.2	-7	6	0	x	24
22	CC1CCCCC1NC(=S)NC(=O)c1sc2ccccc2c1Cl (centres undefined)	-1.0	-1	8	-6	-0.9	1	-2	-1	x	-5
23	CC(C)(C)OC(=O)N(CCc1ccccc1)Cc1cccc(OCc2cccc(NC(=O)c3ccccc3)c2)c1	i	-2	x	x	x	10	x	10	0.2	-1
24	O=C(CSc1ccccn1)Nc1ccc(Cl)cn1	-0.2	-1	4	-2	0.9	-2	-7	-8	x	-2
25	COc1ccc(NC(=O)CCCc2ccc(OC)c(C)c2)cc1	-0.4	-1	4	-1	-0.4	-10	8	2	-0.7	1
26	C/C(=N\NC(=O)C(O)c1ccccc1)c1ccc(C)s1 (centres undefined)	-0.4	2	x	9	0.2	x	x	28	x	-7
27	CN(CC(=O)NCc1ccc(F)cc1)CC(=O)Nc1ccc(Cl)c(C(F)(F)F)c1	-0.5	2	4	-6	-0.4	-11	-1	4	3.7	-19
28	CC(OC(=O)c1ccc(Cl)cc1)C(=O)NCc1ccc2c(c1)OCO2 (centres undefined)	i	-2	x	0	x	-8	x	0	-1.5	-4
29	COCCn1c(SCC(=O)NCc2ccco2)nc2cccnc21	-0.7	-1	24	1	-2.1	-9	-8	-1	-0.6	1
30	CC(=O)Oc1ccc2c(=O)oc(-c3ccccc3)nc2c1	-0.7	3	-4	-7	1.4	-1	1	3	-2.6	4
31	O=C(N/N=C/c1ccoc1)c1cc(Br)ccc1O	-0.1	4	14	14	6.2	x	2	12	-0.8	6
32	CN(C)c1nc(N2CCOCC2)nc(N(c2ccccc2)c2ccccc2)n1	-0.1	3	28	x	x	3	-1	-2	-0.5	-2
33	Cc1cccc(NC(=O)Nc2ccccc2)n1	0.4	2	28	-6	-0.4	-1	-4	4	-0.8	-4
34	Cc1ccccc1CN1CCNC(=O)C1CC(=O)NC1CCCCCCC1 (centres undefined)	-2.5	5	28	0	-0.8	3	6	4	-4.1	-10
35	COc1ccc(NC(=O)CSCC(=O)Nc2sccc2C#N)cc1	-1.9	3	x	11	-5.2	0	x	12	-2.2	-12
36	CN1CCN(/N=C/c2ccc(-c3ccc([N+](=O)[O-])cc3Cl)o2)CC1	2.0	-6	17	7	-2.1	x	1	21	x	7
37	Cc1ccc(S(=O)(=O)N2[C@@H](c3ccccc3F)C(C(=O)O)=CC[C@H]2c2ccc(Cl)cc2)cc1	-0.8	4	x	7	4.4	-11	x	7	-0.1	-4
38	Cc1c(-c2ccn[nH]2)cc(NC(=O)c2ccc(Cl)cc2)c(=O)n1N	4.7	0	20	-4	-1.1	5	4	18	x	14
39	Cc1oc(C(=O)O)cc1CSCc1cc(C(=O)O)c(C)o1	-0.7	-2	6	5	0.8	-13	3	3	-0.9	2
40	Cc1c(Cl)cccc1-n1c(SCC(=O)NCc2cccs2)nnc1-c1ccncc1	-0.3	-2	17	-1	-0.4	7	1	8	14	0
41	O=C1C2C3C=CC(C4CC34)C2C(=O)N1c1cccc2ccccc12 (centres undefined)	-3.8	1	4	-1	3.1	-7	7	0	-0.1	4
42	O=C(Nc1ccc2c(c1)OCO2)c1cc(C2CCCCN2C(=O)CCCc2ccccc2)on1 (centres undefined)	-0.1	-2	x	x	x	x	x	-8	-0.5	x
43	CCCn1nnnc1SCC(=O)Nc1ccc(F)cc1	1.4	0	21	3	3.5	-10	-5	-1	0.5	0
44	C=CCOc1ccc(C[C@H](N)C(=O)NC[C@H]2O[C@@H](n3cnc4c(N)ncnc43)[C@H](O)[C@@H]2O)cc1	-1.9	-2	x	x	x	-9	x	-8	-0.7	7
45	CCCCOc1ccc(C(O)C(CN2CCOCC2)c2ccccc2)cc1 (centres undefined)	-0.4	-2	25	2	-1.6	-2	1	5	x	-1
46	COc1ccc(C(=O)Nc2ccc(Br)cn2)cc1S(=O)(=O)N1CCOCC1	-6.2	1	x	7	0.7	-6	x	8	8.3	6
47	CN(C)c1ccc(NC(=O)C(=O)NCCOc2ccccc2)cc1	i	1	18	5	-2.7	-8	6	6	x	-1
48	Cc1ccccc1NC(=S)NCC1CCN(C(C)c2ccccc2)C1 (centres undefined)	-0.5	1	21	7	2.2	3	1	20	x	0
49	Cc1ccc(C(=O)Nc2nc3ccc(S(C)(=O)=O)cc3s2)cc1C	0.8	5	2	-1	0.0	5	-3	15	0.7	-29
50	COC(=O)CC1=NN(c2ccccc2)C(=O)/C1=C\c1ccc(OC)cc1	0.3	1	-5	-10	0.2	0	-4	1	x	4

Reformatted with two lines to a compound: 3 of the compounds above
Results follow in this order: BH1578 lux ind, Mtb FBA inh, VHR inh abs, Rv3671c inh, Mtb UGM inh, PriA SSB inh, SARS 3CLpro inh, GDH-TPI counter, BioA inh, MazF activator
#17 CC(C)(C)NS(=O)(=O)c1ccc(CCC(=O)O)cc1
→ i, -1, 18, -4, 0.6, -14, 0, 3, -0.4, 8
#44 C=CCOc1ccc(C[C@H](N)C(=O)NC[C@H]2O[C@@H](n3cnc4c(N)ncnc43)[C@H](O)[C@@H]2O)cc1
→ -1.9, -2, x, x, x, -9, x, -8, -0.7, 7
#45 CCCCOc1ccc(C(O)C(CN2CCOCC2)c2ccccc2)cc1 (centres undefined)
→ -0.4, -2, 25, 2, -1.6, -2, 1, 5, x, -1
